# Source: PubChem BioAssay
# RAM inhibit = yeast RAM network inhibition. S. cerevisiae dse1pr::URA3 reporter, 5-FOA growth OD615, 2 d; analog-sensitive cbk1-as2 kinase mutant strain. inhibition, % at 50 µM. hit rate 1.8% among 190,000;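 active = inhibition above a set limit, 3 SD over mean compound inhibition, cut at about 8.4% in these data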;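 also: 0% = DMSO-only wells with no growth and 100% = 10 µM 1-NA-PP1 full growth; inhibition rescues growth on 5-FOA so higher OD means more RAM inhibition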
# S1P3 antag = blocks the human S1P3 receptor. Q99500. CHO S1P3 NFAT-BLA reporter, FRET fluorescence, antagonist mode. inhibition, % at 4.98 µM. hit rate 0.27% among 170,000. AID 485;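 active = inhibition above the plate cutoff, the mean inhibition of test wells on that plate plus 3 SD, cut at about 28% in these data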;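 also: cells challenged with S1P at its EC80 of 0.8 µM; blue over green emission ratio from cleaved BLA substrate after 4 h stimulation; 0% = S1P-stimulated wells and 100% = unstimulated DMSO-only wells; some compounds past the cut are filed as inactive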
# Target sequence (Q99500 whole entry, looked up): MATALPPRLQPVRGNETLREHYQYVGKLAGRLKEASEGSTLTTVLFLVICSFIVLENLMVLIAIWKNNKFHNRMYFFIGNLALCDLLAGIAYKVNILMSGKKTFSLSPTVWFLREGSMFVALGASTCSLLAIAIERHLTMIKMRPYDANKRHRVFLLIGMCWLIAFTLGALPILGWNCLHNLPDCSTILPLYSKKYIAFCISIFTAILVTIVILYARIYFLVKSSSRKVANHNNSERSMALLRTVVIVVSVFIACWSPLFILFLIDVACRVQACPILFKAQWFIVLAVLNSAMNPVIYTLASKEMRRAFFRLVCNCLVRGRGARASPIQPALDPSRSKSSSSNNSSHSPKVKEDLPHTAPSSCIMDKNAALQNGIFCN
# TLR4-MyD88 BLA = inhibitors of human TLR4-MyD88 binding; hit rate 0.18% among 200,000; AID 861; inhibition, % at 8.4 µM; HeLa CL3-4 TLR4/MyD88 BLA complementation, FRET ratio; O00206+Q99836; in the data active = inhibition above about 25%;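 also: 0% = vehicle and 100% = reference inhibitor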
# Diaphorase act = diaphorase activation or chemical reduction counter-screen. hit rate 0.005% among 190,000. activation factor at 20 µM. Diaphorase/resazurin coupled assay, resorufin fluorescence, 16 min; hits give high values; 1 = vehicle wells, 0 = NADH-free wells. AID 1229;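 active = diaphorase activity raised at least twofold by the compound at 20 µM; inactive = activation factor below 2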
#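 System – purified diaphorase enzyme from Clostridium kluyveri · Input – enzyme 0.07 U/mL final · Also added – final NADH 0.114 mM, resazurin 0.1 mM · Measured by – fluorescence of resorufin, 544 nm excitation, 590 nm emission · Timing – 16 min enzyme reaction, ambient temperature · Measure – resorufin increase flagging diaphorase activators or reducers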
# PMI act hi M6P = increases human PMI activity with near-saturating mannose 6-phosphate; P34949; coupled PMI enzyme assay, resazurin fluorescence, 20 min; hits give high values; 1 = untreated enzyme, 0 = substrate-free blank; activation factor at 20 µM; hit rate 0.34% among 190,000;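 active = activation factor of 2 or more at 20 µM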
# Target sequence (P34949 whole entry, looked up): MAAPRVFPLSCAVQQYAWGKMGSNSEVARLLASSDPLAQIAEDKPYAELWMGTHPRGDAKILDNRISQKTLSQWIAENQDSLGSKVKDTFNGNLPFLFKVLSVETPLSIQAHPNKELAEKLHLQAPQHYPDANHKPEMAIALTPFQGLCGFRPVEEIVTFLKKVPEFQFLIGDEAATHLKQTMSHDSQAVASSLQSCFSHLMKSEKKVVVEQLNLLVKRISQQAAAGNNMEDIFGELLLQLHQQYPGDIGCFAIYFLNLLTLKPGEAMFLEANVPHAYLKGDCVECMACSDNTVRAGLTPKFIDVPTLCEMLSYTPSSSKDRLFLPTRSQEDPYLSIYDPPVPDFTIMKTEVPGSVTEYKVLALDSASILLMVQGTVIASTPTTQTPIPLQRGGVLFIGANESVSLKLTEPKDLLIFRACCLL
#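 assay system = human phosphomannose isomerase with PGI, G6PDH, diaphorase coupling enzymes | quantity = 15 ng/mL PMI | incubation = enzyme reaction with compound 20 min at room temperature | medium = HEPES pH 7.4 buffer with MgCl2 and Tween-20 | compound dosing = one concentration, 20 µM, in 1% DMSO | measured by = Diaphorase-driven resazurin-to-resorufin fluorescence, excitation 544, emission 590 nm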
# Redox H2O2 prof = compounds producing H2O2 with reducing agent – biochemical, NIH compound library profiling, artefact control for MLSCN library redox annotation, primary screen | activation, % at 10 µM | DTT-dependent redox cycling H2O2, phenol red/HRP absorbance; 100% = 100 µM peroxide control, 0% = buffer | hit rate 0.03% among 200,000 | AID 878;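 active = activation of at least 50% relative to the plate's high and low controls in the primary single-dose screen; inactive = activation below 50%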;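 also: compound incubated with DTT at 0.8 mM final as the reducing agent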
# Diaphorase inh = diaphorase inhibition or chemical oxidation counter-screen; AID 1217; hit rate 0.69% among 190,000; inhibition, % at 20 µM; diaphorase resazurin-to-resorufin fluorescence, NADH, 16 min; bacterial (C. kluyveri) enzyme, not human;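 active = primary screen inhibition at 20 µM above a set limit, cut at about 50% in these data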;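 also: plate controls were DMSO with full reaction for no effect and wells lacking NADH for full effect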
#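 System: Diaphorase enzyme from Clostridium kluyveri | Amount: Enzyme working solution with 0.14 U/mL diaphorase | Benchmarks: No-NADH positive control and DMSO neutral control | Signal: Fluorescence of resorufin formed from resazurin, Ex 544/Em 590 nm | Schedule: 16-min room-temperature incubation before reading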
# L major viab = inhibitors of Leishmania major promastigote growth; hit rate 9% among 200,000; inhibition, % at 10 µM; Leishmania major promastigotes, resazurin fluorescence viability;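 also: promastigotes grown with compound for 44 hours at 28 °C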
# G6PDH CS = L. mesenteroides G6PDH inhibition counter-screen. hit rate 0.12% among 200,000. inhibition, % at 5 µM. Purified L. mesenteroides G6PDH, diaphorase/resazurin coupled fluorescence, 45 min
# Hsp70 act = Hsp70 transcriptional activation, primary screen; HeLa Hsp70 promoter luciferase reporter, luminescence; scaled: vehicle 0, proteasome-inhibitor control 100%; activation, % at 10 µM; hit rate 0.04% among 200,000;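 active = activation above the mean across all tested compounds plus 3 SD, cutoff set per campaign, cut at about 5.5% in these data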;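 also: 100% = MG132 at 30 µM as the positive control and 0% = DMSO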
# PMI act = phosphomannose isomerase (human) activation; purified human PMI, coupled resazurin fluorescence, 20 min; hits give high values; 1 = vehicle control, 0 substrate-free wells; activation factor at 20 µM; hit rate 0.005% among 190,000; AID 1214;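 active = activation factor of 2 or more at 20 µM, relative to plate controls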
# Starred values were filed as active, the others as inactive; x = not tested or not shown. Rule as the data show it, unless noted: active = inhibition above about 50%; inactive = the rest.
no.	mol	RAM inhibit	S1P3 antag	TLR4-MyD88 BLA	Diaphorase act	PMI act hi M6P	Redox H2O2 prof
1	Cn1cc(CC(=O)NCCCN2CCCC2=O)c2ccccc21	-0.5	-55	x	0.8	0.9	-1.4
2	CCCn1cc(S(=O)(=O)CC(=O)Nc2ccc(OC)cc2OC)c2ccccc21	-0.4	x	-11	0.5	0.4	1.0
3	Nc1nc(Cl)c(C=O)c(N2CCCCC2)n1	2.2	-12	22	0.9	0.7	-0.1
4	COc1cc(C2C(C#N)=C(N)Oc3cc(O)ccc32)cc2c1OCO2 (stereo unspecified)	2.3	-27	7	0.8	0.7	-0.1
5	O=C(/C=C/c1ccc(OCCCF)cc1)Nc1ccnc(-c2cccnc2)n1	3.5	-11	-20	1	1	0.0
6	N/C(=N\OC(=O)c1ccccc1Cl)c1ccncc1	1.0	-1	-13	0.8	0.9	-0.8
7	CC(C)CCn1nnnc1CN1CCN(c2ccccc2)CC1	0.7	-12	8	1	1.1	-1.7
8	O=C(NC1CCCC1)c1ccc(CSCc2ccccc2F)o1	0.0	x	-7	1	1.1	0.1
9	Cc1ccc(NC(=O)CSc2nc3ccccc3c(=O)n2CCCC(=O)NCCCN2CCOCC2)cc1C	-0.6	-15	6	1.1	1	-0.2
10	CN1CCNC(=O)C1CC(=O)NCCC1=CCCCC1 (stereo unspecified)	0.3	-3	-21	0.8	0.9	-1.0
11	COc1ccc(NC(=O)CC23CC4CC(C2)CC(n2nnc(C)n2)(C4)C3)cc1	0.9	-3	-1	0.9	1	-1.0
12	O=C1CC(SCCc2nc3ccccc3[nH]2)C(=O)N1c1ccc(F)cc1 (stereo unspecified)	0.7	x	1	0.9	1.1	2.3

no.	Diaphorase inh	L major viab	G6PDH CS	Hsp70 act	PMI act
1	16	-8	4	x	0.9
2	48	10	19	-0.4	0.8
3	15	-7	2	-0.3	0.9
4	23	-2	-1	-0.1	0.9
5	4	2	-3	-0.4	1
6	22	6	10	0.3	0.9
7	-4	-2	4	-0.5	1.1
8	1	89*	4	-0.2	1
9	-6	3	5	0.2	1
10	18	5	8	0.6	0.9
11	10	2	2	-0.1	1.1
12	8	-3	-1	-0.2	1

# Entries of single compounds, looked up by structure. Values in the order: RAM inhibit | S1P3 antag | TLR4-MyD88 BLA | Diaphorase act | PMI act hi M6P | Redox H2O2 prof | Diaphorase inh | L major viab | G6PDH CS | Hsp70 act | PMI act
# O=C1CC(SCCc2nc3ccccc3[nH]2)C(=O)N1c1ccc(F)cc1 (stereo unspecified) across the screens: 0.7 | x | 1 | 0.9 | 1.1 | 2.3 | 8 | -3 | -1 | -0.2 | 1
# Nc1nc(Cl)c(C=O)c(N2CCCCC2)n1 across the screens: 2.2 | -12 | 22 | 0.9 | 0.7 | -0.1 | 15 | -7 | 2 | -0.3 | 0.9
# COc1cc(C2C(C#N)=C(N)Oc3cc(O)ccc32)cc2c1OCO2 (stereo unspecified) across the screens: 2.3 | -27 | 7 | 0.8 | 0.7 | -0.1 | 23 | -2 | -1 | -0.1 | 0.9

# (cont.)
no.	mol	RAM inhibit	S1P3 antag	TLR4-MyD88 BLA	Diaphorase act	PMI act hi M6P	Redox H2O2 prof
13	CCOCC(=O)Nc1nnc(C)s1	2.1	-3	-10	0.8	0.9	-0.1
14	NS(=O)(=O)c1ccc(NC(=S)NCc2ccc(Cl)cc2)cc1	3.1	x	-1	0.8	0.8	23
15	CSC(=Nc1ccc(Cl)cc1)N[n+]1ccccc1	1.0	-13	8	1	1	-0.4
16	COc1ccccc1NC(=O)Cn1cnc2sc(C)c(S(=O)(=O)N3CCCCC3)c2c1=O	8.9*	4	-8	1	1.1	0.6
17	CC1CCCC(NC(=O)COC(=O)c2c[nH]c(=O)[nH]c2=O)C1C (stereo unspecified)	1.2	x	-3	1	0.9	0.1
18	O=C1c2cccc3cccc(c23)C(=O)N1/N=C/c1ccc(O)cc1O	2.0	4	6	1	1	-0.2
19	CCOC(=O)c1c(NC(=O)c2ccc(S(=O)(=O)N3CCOCC3)cc2)sc2c1CCN(C)C2	0.4	x	-7	1.2	1.2	2.6
20	C=CCNC(=O)c1cc(-c2ccc(Br)cc2)on1	0.8	-7	3	1	1.1	0.4
21	COC(=O)Cn1c(=O)c(C)nc2ccccc21	0.3	2	7	1	1	-0.1
22	CC1(C)CC(N=c2cc(-c3ccccc3)oc3ccc(Cl)cc23)CC(C)(C)N1	4.1	-9	5	1	0.8	-0.1
23	CCCOC(=O)Nc1nc2ccccc2o1	0.7	-12	-11	0.8	1	-0.4
24	N#Cc1nc(-c2cccs2)oc1NCCN1CCOCC1	2.2	x	-4	0.9	0.9	2.1

no.	Diaphorase inh	L major viab	G6PDH CS	Hsp70 act	PMI act
13	16	-4	3	0.1	0.9
14	16	2	3	-0.1	0.4
15	4	-3	3	-0.4	1.1
16	3	-5	12	-0.6	1.1
17	5	-6	4	-0.1	0.9
18	5	17	-1	0.0	1
19	-22	68*	3	-0.1	1.1
20	1	1	2	0.1	1
21	1	-7	6	-0.1	1
22	-4	101*	17	-0.1	0.9
23	20	1	2	0.0	1.1
24	9	-1	5	-0.1	0.8

# The listing continues.
no.	mol	RAM inhibit	S1P3 antag	TLR4-MyD88 BLA	Diaphorase act	PMI act hi M6P	Redox H2O2 prof
25	COC(=O)CN(C#N)c1nc(NC(C)C)nc(OC)n1	-0.9	x	-5	1	1.1	0.7
26	S=c1[nH]nc(CSCc2ccccc2Cl)n1C1CCCCC1	6.9	-13	0	0.7	0.9	0.4
27	CCOc1ccc(CCNC(=O)CN2CCN(Cc3ccc(F)cc3)C2=O)cc1OCC	0.9	x	12	0.9	1	0.1
28	CC(C)C1Oc2ccccc2N(CC(=O)N(Cc2ccncc2)Cc2ccco2)C1=O (stereo unspecified)	-0.9	x	2	1	1	0.2
29	CCOC(=O)c1c(C)oc2ccc(OCC(=O)C(C)(C)C)cc12	2.0	x	-5	1	1	0.7
30	Cc1cc(C(=O)OCC(=O)NCc2ccccc2)c(C)o1	-0.2	-11	4	0.6	1.1	-0.4
31	CCC(C(=O)OCC(=O)Nc1ccc(SC(F)F)cc1)c1ccccc1 (stereo unspecified)	8.4*	-24	-1	0.8	0.8	0.0
32	CCOC(=O)CC1=C(C(=O)OCC)C(c2ccc(OC)c(OC)c2)C(C#N)=C(N)O1 (stereo unspecified)	-0.1	x	3	0.8	0.9	3.7
33	COc1ccc(NC(=O)Nc2ccc(C)cc2OC(F)F)cc1OC	3.9	10	-2	0.8	0.8	1.1
34	COc1cccc(N2CCN(Cc3ccsc3)CC2)c1	3.2	x	2	1	1.1	1.1
35	Nc1cc(C(=O)c2cccs2)ccc1Cl	x	16	4	0.8	1	-2.7
36	COc1ccc(-c2cc(CNC(=O)CN(C)Cc3ccccc3)on2)cc1	4.2	x	1	0.8	1	1.6

no.	Diaphorase inh	L major viab	G6PDH CS	Hsp70 act	PMI act
25	3	0	6	1.0	1
26	27	24	-1	0.1	0.8
27	9	7	1	-0.3	1
28	0	-2	3	-0.3	1.1
29	5	4	-4	-0.2	1
30	36	0	-3	-0.1	1
31	23	-1	-9	-0.1	0.8
32	20	6	-3	-0.2	0.8
33	21	30	-20	0.4	0.8
34	3	18	0	0.4	1.1
35	19	0	-7	-0.3	1
36	17	1	3	-0.2	0.9

# Continued:
no.	mol	RAM inhibit	S1P3 antag	TLR4-MyD88 BLA	Diaphorase act	PMI act hi M6P	Redox H2O2 prof
37	CC(CCc1ccccc1)NC(=O)Cc1ccccc1 (stereo unspecified)	0.8	7	-17	0.9	1	0.0
38	CCOc1ccc(CNC(=S)N/N=C/c2ccncc2)cc1	1.1	-4	-5	0.9	0.9	0.1
39	CN(Cc1ccccc1)C(=O)COc1ccccc1	1.1	x	2	0.9	1	1.1
40	COc1cc(OC)cc(C(=O)N[C@H](C(=O)OCC(=O)Nc2ccc(C(N)=O)cc2)C(C)C)c1	1.2	-17	-10	0.9	1	x
41	CCC1CCc2c(sc(NC(=O)C3c4ccccc4Oc4ccccc43)c2C(N)=O)C1 (stereo unspecified)	4.3	4	6	0.9	1	0.1
42	CC(C)Sc1nc2c(c(=O)n(C)c(=O)n2C)n1C	2.4	15	3	0.8	0.9	2.1
43	CCOc1ccc(Nc2nc(N3CCCC3)nc(N3CCN(c4ccc(OC)cc4)CC3)n2)cc1	0.3	0	6	0.9	0.9	-0.2
44	CCOC(=O)N1CCN(S(=O)(=O)c2cccc3cccnc23)CC1	-1.1	-26	-7	0.9	1.1	0.8
45	Cn1c(SCC(=O)c2ccccc2)nnc1-c1ccncc1	2.9	7	4	1	1	0.2
46	CC1CCCCC12NC(=O)N(CC(=O)NCc1ccc3c(c1)OCO3)C2=O (stereo unspecified)	3.3	9	-11	0.9	1	-0.6
47	CCOC(=O)C1CCN(C(=O)CCc2c(C)nc3ncnn3c2C)CC1	1.7	x	-3	0.9	1.1	0.2
48	Cc1ccc2c(c1)c1ncn(CCC3=CCCCC3)c(=O)c1n2C	1.6	34	9	0.8	0.8	0.0

no.	Diaphorase inh	L major viab	G6PDH CS	Hsp70 act	PMI act
37	12	-4	-2	-0.4	1.1
38	10	-2	-19	-0.5	0.9
39	9	-5	12	-0.6	1
40	6	56*	0	0.2	1
41	11	2	-15	0.0	0.8
42	18	-3	5	-0.4	0.9
43	6	55*	3	-0.1	1
44	7	2	0	-0.2	1.1
45	2	-6	-3	-0.3	1
46	15	-11	4	-0.1	1
47	5	3	0	-0.3	1.1
48	23	5	3	-0.2	0.8

# Additional records follow:
no.	mol	RAM inhibit	S1P3 antag	TLR4-MyD88 BLA	Diaphorase act	PMI act hi M6P	Redox H2O2 prof
49	COc1cc(OC)cc(C(=O)NCC(=O)OCC(=O)Nc2ncc(Cl)cc2Cl)c1	-0.4	-17	3	1	1.1	-1.7
50	CC(C)NC(=O)NC(=O)CSc1ncccn1	0.6	9	-6	0.8	0.9	0.2
51	CC(C)C(c1nnnn1Cc1ccco1)N1CCN(c2nc3ccccc3s2)CC1 (stereo unspecified)	1.2	13	8	0.7	0.9	-3.1
52	CN1CCn2c1nc(N1CCOCC1)nc2=O	-0.3	12	-8	0.9	1	0.8

no.	Diaphorase inh	L major viab	G6PDH CS	Hsp70 act	PMI act
49	-3	-19	3	-0.3	1.2
50	18	-2	4	2.3	1
51	33	3	-2	-0.3	0.9
52	6	-4	4	-0.4	1
